# Screening data as filed in PubChem.
# GCN5L2 inh – qHTS Assay for Inhibitors of GCN5L2; Histone acetyltransferase KAT2A (Homo sapiens), Q92830; GCN5L2 HAT assay, ThioGlo1 CoA-SH fluorescence; Potency, µM (titrated, usually from 58.9 µM), without a hit: at the top dose activity change, negative = inhibition, most hits filed as inhibitors; 390,000 tested, 0.21% active
#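 GCN5L2 (20nM final) in 50mM HEPES, 0.1mM EDTA pH 7.5, 0.01% Tween-20 was preincubated 15 min at room temperature with compound, then given ThioGlo1 (50uM), H3(1-25) peptide (75uM) and acetyl-CoA (70uM); CoA-thiol fluorescence (Ex340/Em540) was read at 0 and 20 min.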
# FEN1 inh – qHTS Assay for the Inhibitors of Human Flap endonuclease 1 (FEN1). Recombinant FEN1 flap cleavage, fluorescence, 15 min. Potency, µM (top dose mostly 114 µM), inactives show at the top dose activity change, negative = inhibition, most hits filed as inhibitors. 390,000 tested, 0.35% active; further: nearly all actives have a fitted effect of over 65% in size
# Target sequence (P39748 whole entry, looked up): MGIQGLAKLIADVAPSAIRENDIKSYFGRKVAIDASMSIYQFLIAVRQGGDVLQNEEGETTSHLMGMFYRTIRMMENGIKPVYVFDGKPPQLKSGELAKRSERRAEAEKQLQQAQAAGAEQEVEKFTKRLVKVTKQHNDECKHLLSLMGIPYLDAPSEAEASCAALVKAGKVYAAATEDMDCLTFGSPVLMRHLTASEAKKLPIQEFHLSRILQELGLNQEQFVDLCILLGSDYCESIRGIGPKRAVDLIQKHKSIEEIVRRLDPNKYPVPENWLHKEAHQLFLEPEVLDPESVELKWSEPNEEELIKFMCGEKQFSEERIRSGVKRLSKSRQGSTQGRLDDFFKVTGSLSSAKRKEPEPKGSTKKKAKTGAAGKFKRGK
#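 Compounds are tested as a concentration series against 10 nM FEN1; after a 15 min room-temperature preincubation, 50 nM substrate starts cleavage, with plate reads at 0 and 15 min. Normalized responses are fitted by a Hill equation.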
# N370S GC mod – qHTS Assay for Inhibitors and Activators of N370S glucocerebrosidase as a Potential Chaperone Treatment of Gaucher Disease. N370S GC spleen homogenate, 4MU-glucoside fluorescence. Lysosomal acid glucosylceramidase (Homo sapiens), P04062. Potency, µM (titrated, usually from 59.4 µM), inactives show top-dose activity change, negative = inhibition, hits mostly inhibitors. 330,000 tested, 0.092% active;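 further: 0% = full enzyme activity and -100% = no enzyme basal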
# An asterisk follows results filed as active; ? = inconclusive; . = no result given; & = joins results of further samples. The call rests on the fitted dose curve; in most records, active means well fitted curve in the direction sought with a large enough effect; inconclusive means small, poorly fitted or top-dose-only effect, or another doubt; inactive means no such curve, though single readings can be large; an effect the other way counts as inactive or inconclusive. Unless noted, on the % scale 0 is the no-effect control and ±100 the full control effect; potency means the concentration at half of the fitted maximal effect.
SMILES,GCN5L2 inh,FEN1 inh,N370S GC mod
CCc1noc(C)c1C(=O)Nc1ccccc1C(C)(C)C,-14%,-5%,-21%
COc1cccc(C(C(=O)NCc2ccccc2)N(C(=O)Cn2nnc3ccccc32)c2cccc(C(C)=O)c2)c1 (stereo not given),-9%,0%,.
CC(C)(C)NC(=O)CN(C(=O)CCN1CCCc2ccccc21)C(C)(C)C,-1%,6%,-21%
COc1cccc(-c2cc(C(F)(F)F)n3nc(C)c(-c4ccccc4)c3n2)c1,12%,-2%,.
CC(C)N(C(=O)Cn1c(SCC(=O)NC2CC2)nc2ccccc21)C(C)C,-8%,-4%,-10%
COc1ccc(CN2CCOCCOCCOCC2)cc1,2%,-1%,10%
COC(=O)NNC(=S)NCc1ccc(C)cc1,24%,1%,-3%
COc1ccc(Nc2cc(C(=O)NCc3ccccc3)c3ccccc3n2)cc1,-6%,18%,.
CCOCC(=O)Nc1nnc(SCCOC)s1,-3%,2%,6%
CC1CCCCC1NC(=O)CC1Oc2ccccc2NC1=O (stereo not given),-2%,17%,2%
CCc1ccc2oc(-c3cc(N)ccc3Cl)nc2c1,-6%,-17%,5%
COc1ccc(C(=O)O/N=C(/c2ccccc2)c2ccncc2)cc1,-5%,-15%,1%
CC(NC(=O)C1CCCN1S(=O)(=O)c1ccc2c(c1)n(C)c(=O)c(=O)n2C)c1ccccc1 (stereo not given),-4%,-1%,-20%
CCOc1ccc(NC2=NCC(=O)N2Cc2cccs2)cc1,-2%,-2%,-25%
CCC(C)[C@H](NC(=O)OC(C)(C)C)c1nnc(SCc2c(C)[nH]c(=O)[nH]c2=O)o1 (stereo not given in full),-2%,7%,30%
O=C(CCCCCn1c(=S)[nH]c2cc3c(cc2c1=O)OCO3)N1CCN(c2ccccc2)CC1,-2%,2%,-3%
O=c1cc(C(F)(F)F)[nH]c2ccc(OC(F)(F)F)cc12,-3%,-1%,2%
Clc1ccc(SCc2cc(-c3ccccc3)on2)cc1,-2%,-12%,15%
O=C(O)c1ccc(NCc2ccc(Br)cc2)cc1,-3%,3%,-6%
CC(=O)c1c(C(C)=O)c(C)n(C(c2ccccc2)c2ccccc2)c1C,1%,1%,15%

# Of the compounds above, 5 have four or more nitrogen atoms:
SMILES,GCN5L2 inh,FEN1 inh,N370S GC mod
COc1cccc(C(C(=O)NCc2ccccc2)N(C(=O)Cn2nnc3ccccc32)c2cccc(C(C)=O)c2)c1 (stereo not given),-9%,0%,.
CC(C)N(C(=O)Cn1c(SCC(=O)NC2CC2)nc2ccccc21)C(C)C,-8%,-4%,-10%
CC(NC(=O)C1CCCN1S(=O)(=O)c1ccc2c(c1)n(C)c(=O)c(=O)n2C)c1ccccc1 (stereo not given),-4%,-1%,-20%
CCC(C)[C@H](NC(=O)OC(C)(C)C)c1nnc(SCc2c(C)[nH]c(=O)[nH]c2=O)o1 (stereo not given in full),-2%,7%,30%
O=C(CCCCCn1c(=S)[nH]c2cc3c(cc2c1=O)OCO3)N1CCN(c2ccccc2)CC1,-2%,2%,-3%

# The list goes on:
SMILES,GCN5L2 inh,FEN1 inh,N370S GC mod
Cc1ccccc1NC(=O)OCc1cccnc1Sc1ccc(Cl)cc1,-6%,-15%,-14%
Cc1cccc(C(=O)NCCCN2CCCC2=O)c1,0%,9%,-5%
CSc1nnc(-c2cc[n+](C)cc2)n1CCO,-10%,-10%,10%
COc1ccc(C2=NS(=O)(=O)N(C)C(C(=O)NC(C)c3ccccc3)=C2)cc1OC (stereo not given),-8%&-13%,-12%&-11%,-5%
O=C(NCc1ccccc1)c1ccc2c(c1)N(Cc1ccc(F)cc1)CCS2,-8%,7%,.
CC(C)n1c(C(O)c2ccc3c(c2)OCO3)nc2ccccc21 (stereo not given),1%,-15%,4%
O=C(c1cccc(Cl)c1)N1CCN(c2ncccn2)CC1,2%,-3%,-5%
COc1c2c(nc3occc13)C(CC=C(C)C)(OC)C(=O)C=C2 (stereo not given),4%,5%,-6%&4%
COc1cccc(CC(=O)NCc2ccc3c(c2)CCN3C(C)=O)c1,1%,21%,.
CC(OC(=O)C1CC1)C(=O)Nc1ncc(Cl)cc1Cl (stereo not given),0%,24%,.
CC(=O)c1ccc(NC(=S)N2CCCC2)cc1,-3%,1%,0%
O=C(CCCn1nnnc1CN1CCOCC1)N1CCC(c2ccccc2Cl)C1 (stereo not given),-4%,-2%,3%
CC(C)C1N(C(=O)CN2CCCCC2)CCN1S(=O)(=O)c1ccccc1 (stereo not given),-2%,13%,-11%
CCOc1ccc(C(C)NC(=O)C2CCCC2)cc1 (stereo not given),-9%,-3%,-7%
COc1ccccc1Cn1ccn(Cc2ccc(C)cc2)c(=O)c1=O,-10%,-13%,.
OC1OC[C@H](O)[C@@H](O)[C@@H]1O (stereo not given in full),0%,.,-2%
CC(C)CCOc1ccc(C(=O)N2CCCC2C(=O)O)cc1 (stereo not given),-6%,-1%,-9%
CCCCC(=O)Nc1cccc(OCc2cc(=O)n3ccccc3n2)c1,-6%,-2%,.
CC(C)N1CCN(Cc2ccccc2-c2ccco2)CC1CCO (stereo not given),-4%,0%,-3%
COCCC(=O)N1CCC(Oc2ccc(C(=O)N3CCCC(OC)C3)cc2)CC1 (stereo not given),-5%,16%,-20%

# Laid out differently: four of the compounds above
SMILES	GCN5L2 inh	FEN1 inh	N370S GC mod
CC(C)C1N(C(=O)CN2CCCCC2)CCN1S(=O)(=O)c1ccccc1 (stereo not given)	-2%	13%	-11%
CCOc1ccc(C(C)NC(=O)C2CCCC2)cc1 (stereo not given)	-9%	-3%	-7%
COc1ccccc1Cn1ccn(Cc2ccc(C)cc2)c(=O)c1=O	-10%	-13%	.
OC1OC[C@H](O)[C@@H](O)[C@@H]1O (stereo not given in full)	0%	.	-2%

# Other structures:
SMILES,GCN5L2 inh,FEN1 inh,N370S GC mod
Cc1noc(C)c1CSCC(=O)OCc1nc2ccccc2c(=O)n1CC#N,-2%,13%,1%
CC(c1ccccc1)C1NC(C(=O)O)CS1 (stereo not given),2%,2%,7%
COC(=O)c1ccccc1NC(=O)CSc1[nH]c(=O)cc(C)c1C#N,28%,1%,19%
COC(=O)N1CCC[C@@]2(CCN(Cc3cc(C(F)(F)F)cc(C(F)(F)F)c3)C2)C1,-10%,.,-8%
O=C(NCc1ccccc1)c1ccc2nc(CCc3ccccc3)oc2c1,1%,14%,.
Cn1c(=O)c2c(nc(N3CCOCC3)n2C/C=C/c2ccccc2)n(C)c1=O,-6%,4%,3%
Cc1c2cnn(-c3ccccc3)c(=O)c2c(C)n1CC(=O)N1CCN(c2cccc(Cl)c2)CC1,-7%,9%,.
CCOc1ccc(CCNC(=O)COC(=O)c2cccnc2SC)cc1OCC,3%,-9%,3%
CC1CCN(Cc2nnnn2CCCC(=O)NCCN2CCOCC2)CC1,-15%,-3%,-2%
COc1ccc(OC)c(NC(=O)c2ccc3nc(C(C)C)oc3c2)c1,-8%,17%,.
COc1ccc(COn2nnc3ccc(S(=O)(=O)N4CCOCC4)cc32)cc1F,1%,24%,-7%
CCCCCC(=O)O[C@H](CC(=O)O)C[N+](C)(C)C,-12%,.,9%
O=C(COC(=O)c1ccc(Cl)nc1)Nc1cc(S(=O)(=O)N2CCOCC2)ccc1Cl,1%,-5%,.
COc1cc(C2c3c(-c4ccccc4O)n[nH]c3C(=O)N2Cc2ccco2)ccc1OCC(C)C (stereo not given),-17%,-6%,.
CCN(CC)S(=O)(=O)c1cc(NC(=O)CCNC(=O)c2ccccc2Cl)ccc1C,0%,11%,17%
Cc1nn(S(=O)(=O)c2ccc(F)cc2)c(C)c1S(=O)(=O)N1CCCCC1,2%&-5%,-4%&-5%,4%
O=C(Nc1cccc(C(F)(F)F)c1)C1CCCN1S(=O)(=O)c1cccc2nsnc12 (stereo not given),-7%,-12%,.
O=C(Cn1c(C(F)(F)F)nc2ccccc21)NCCCN1CCOCC1,-3%,-4%,5%
COc1cccc2c(=O)c3cccc(N)c3[nH]c12,-21%,?,17%
O=C(CN1C(=O)C2CCCCC2C1=O)OCc1nnc(-c2ccccc2)o1 (stereo not given),-7%,9%,-1%
O=C(Nc1ccccc1N1CCOCC1)C1CCN(S(=O)(=O)c2ccccc2F)CC1,2%,-1%,-1%
CCOC(=O)C(C)Oc1cccc2c(=O)n(CC(=O)NCCc3ccc(OC)c(OC)c3)ccc12 (stereo not given),-1%,6%,6%
c1ccc(CN2CCN(CCOCCOc3ccc4c(c3)CCC4)CC2)cc1,-23%,9%,-4%
N=C(N)SCCN=C(N)N,-18%,.,-3%
CCN1CCN(CC(=O)N2N=C(c3ccc(OC)cc3)CC2c2ccc(OC)cc2)C(=O)C1=O (stereo not given),-22%,0%,-23%
COc1ccc(C2CC(=O)C(CS(=O)(=O)c3ccccc3)C(=O)C2)cc1 (stereo not given),-23%,4%,-9%
COc1cc(CCC(=O)OCC(=O)NC2CCCC(C)C2C)cc(OC)c1OC (stereo not given),1%,2%,-3%
CCOC(=O)c1c(C)[nH]c(C(=O)OCC(=O)c2c(N)n(C)c(=O)n(C)c2=O)c1C,-6%,.,-9%
CN(Cc1c(F)cccc1Cl)C(=O)CNC(=O)c1ccc2c(c1)OCO2,-1%,-11%,-3%
COCCN(C(=S)Nc1ccccc1C)C(C)c1ccco1 (stereo not given),-19%,3%,5%
CCC(=O)N1CCc2cc(Br)cc(S(=O)(=O)CCC(=O)NCc3ccccc3)c21,-10%,8%,.
O=C(Nc1ccc(Br)cn1)c1coc(=O)c(Br)c1,-11%,-3%,7%
CCN=c1scc(-c2ccccc2)n1/N=C/c1ccccn1,-4%,-25%,8%
CC(C)CN1CCN(Cc2ccc(CN3CCCCC3)s2)CC1CCO (stereo not given),0%,16%,1%
CCOc1ccc(NC(=O)c2cc(S(=O)(=O)N3CCCC3)c[nH]2)cc1,-4%,-16%,.
COc1ccc(/C=C2\SC(=S)N(CCCC(=O)Nc3ccc(C(=O)O)cc3)C2=O)cc1OC,?,?,-5%
C[C@H](CO)N1C[C@H](C)[C@@H](CN(C)CC2CCCCC2)Oc2ccc(NC(=O)CCN3CCOCC3)cc2C1=O,0%,-1%,.
CC(=O)Nc1ccc(S(=O)(=O)N2CCC(N3CCCCC3)CC2)cc1,-1%,3%,2%
CCOc1ccccc1NC(=O)c1cc2c(=O)oc3ccccc3c2s1,20%,2%,.
Fc1ccc(CSc2ccc(-c3cccs3)nn2)cc1,3%,-2%,-1%

# A second format for part of the listing above:
# Values run as follows: GCN5L2 inh, FEN1 inh, N370S GC mod
N=C(N)SCCN=C(N)N
    -18%, ., -3%
CC(C)CN1CCN(Cc2ccc(CN3CCCCC3)s2)CC1CCO (stereo not given)
    0%, 16%, 1%
c1ccc(CN2CCN(CCOCCOc3ccc4c(c3)CCC4)CC2)cc1
    -23%, 9%, -4%

# (list continues)
SMILES,GCN5L2 inh,FEN1 inh,N370S GC mod
CN(C)c1ccc(CNc2ncn[nH]2)cc1,4%,-12%,1%
COC(=O)Cc1c(C)c2ccc(OCC(=O)N(C)C)cc2oc1=O,0%,-1%,3%
O=C(NCc1ccco1)c1ccc(CS(=O)Cc2cccc(Cl)c2)o1 (stereo not given),-4%,0%,-3%
CC1CC(C)CN(C(=O)CSc2ncnc3sccc23)C1 (stereo not given),-3%,1%,.
CCc1ccc(-c2cc(C)no2)cc1S(=O)(=O)Nc1cccc(CN2CCCC2)c1,-6%,-6%,-12%
COC(=O)c1cc(NC(=O)CSc2ncn[nH]2)ccc1Cl,-13%,-8%,-7%
O=C(NCc1ccco1)C1CC(c2ccc(Cl)cc2)=NO1 (stereo not given),-8%,-1%,3%
O=C(CSc1ncnc2c1oc1ccccc12)Nc1nccs1,?,-7%,12%
NS(=O)(=O)c1ccc(O)c(N2C(=O)c3cccc4c(C(=O)c5ccccc5)ccc(c34)C2=O)c1,-10%,.,-14%
CC(C)CN(C(=O)c1cccc(Cl)c1)c1c(N)n(CC(C)C)c(=O)[nH]c1=O,-3%,6%,0%
Cc1ccc(C)c(N2N=C(C(=O)Nc3nccs3)CCC2=O)c1,0%,4%,-7%
COc1ccc(C(CCN2CCCCC2)c2c(OC)cc(OC)c3c(-c4ccccc4)cc(=O)oc23)cc1 (stereo not given),-14%,-22%&-4%,-16%&-22%
COc1ccc(S(=O)(=O)N2CCOCC2)cc1NC(=O)c1cccc2c(=O)c(C)c(-c3ccccc3)oc12,-16%,-3%,-4%
Cc1ccc2ncccc2c1,-6%,-6%,2%
Cc1c(Cl)cccc1-n1ncc(C(=O)NC2CCCC2)c1C1CCN(C(=O)OC(C)(C)C)CC1,17%,-6%,.
CN(CCOc1ccc(Cl)cc1)C(=O)C1=CC=CN2CCS(=O)(=O)N=C12,-4%,9%,.
COc1ccc(S(=O)(=O)N2CCC(C(=O)NC3CC3)CC2)cc1OC,-2%,10%,7%
Cn1c(SCc2ccccc2Cl)nc2ccccc21,-1%,8%,-12%
O=C(NC(=S)Nc1cccc(F)c1)c1cccc([N+](=O)[O-])c1,-21%,-21%,-9%

# This is a subset; rates above refer to the full screens.
